Vif-A3G inh = qHTS for Inhibitors of Vif-A3G Interactions: qHTS | HeLa A3G-eYFP + Vif (tagged APOBEC3G with the HIV-1 protein that degrades it), YFP fluorescence, overnight | Potency, µM (titrated, usually from 46.1 µM), for inactives: at the top dose activity, negative = active, usual class: inhibitors | 0.076% of 410,000 active;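 also: potency is read from the fitted curve at half-maximal effect; % is scaled to controls: 0 for no effect and ±100 for the full control effect; nearly all actives have a fitted effect of over 60% in size; hits raise eYFP signal because A3G escapes Vif-driven loss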
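HeLa cells stably expressing Vif and C-terminally eYFP-tagged A3G, seeded overnight at 37 deg C, then exposed to compound by pintool overnight at 37 deg C. Rise in yellow fluorescence (Ex 488/Em 500-530, Acumen) marks blocked Vif-driven A3G degradation.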
RGS4 inh = Inhibitors of Regulator of G Protein Signaling (RGS) 4: qHTS; Transcreener GDP fluorescence polarization, RGS4-accelerated GTP hydrolysis; AID 504845, 2011; 0.039% of 390,000 active; Potency, µM (highest dose often 114 µM), for the others: top-dose activity change, negative = inhibition, usual class: inhibitors; Regulator of G-protein signaling 4 (Homo sapiens), P49798; also: potency is read from the fitted curve at half-maximal effect; % is scaled to controls: 0 for no effect and ±100 for the full control effect; nearly all actives have a fitted effect of over 75% in size; some results filed as inactive show a strong effect at the top dose
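MLSMR compounds (23 nl, pin-transferred) preincubated 10 min at room temperature with a 500nM (2x) first reagent, then RGS4 at 900nM (2x) plus Transcreener GDP mix added; fluorescence polarization (620/688 nm) read before and after 90 min at 30 °C.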
Glioma ERSR ind = qHTS for Inducers of the Endoplasmic Reticulum Stress Response (ERSR) in Human Glioma: qHTS. AID 602332, 2012. Potency, µM, inactives show top-dose activation, most hits filed as activators. 0.02% of 420,000 active. U87-MG GRP78 promoter luciferase reporter, 16 h; also: potency is read from the fitted curve at half-maximal effect; series mostly up to about 76 µM; % of control where 0% means no effect; nearly all actives have a fitted effect of over 35% in size
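Stably transfected U87-MG glioma cells carrying a GRP78-based luciferase sensor; 16 h compound incubation. Luminescence end-point read 10 min after Bright-Glo addition at room temperature.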
D2 ag = HTS Assay for Allosteric Agonists of the Human D2 Dopamine Receptor: Primary Screen for Agonists | D(2) dopamine receptor (Homo sapiens), P14416 | HEK293 T-REx D2 cells, calcium flux agonist mode | activation, % at 2 µM | 0.53% of 340,000 active | AID 485358, 2010;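 active = activation over 3 SD above normal in the single-dose calcium agonist read, cut at about 30% in these data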; also: 0% is about no effect
Target sequence (P14416 whole entry, looked up): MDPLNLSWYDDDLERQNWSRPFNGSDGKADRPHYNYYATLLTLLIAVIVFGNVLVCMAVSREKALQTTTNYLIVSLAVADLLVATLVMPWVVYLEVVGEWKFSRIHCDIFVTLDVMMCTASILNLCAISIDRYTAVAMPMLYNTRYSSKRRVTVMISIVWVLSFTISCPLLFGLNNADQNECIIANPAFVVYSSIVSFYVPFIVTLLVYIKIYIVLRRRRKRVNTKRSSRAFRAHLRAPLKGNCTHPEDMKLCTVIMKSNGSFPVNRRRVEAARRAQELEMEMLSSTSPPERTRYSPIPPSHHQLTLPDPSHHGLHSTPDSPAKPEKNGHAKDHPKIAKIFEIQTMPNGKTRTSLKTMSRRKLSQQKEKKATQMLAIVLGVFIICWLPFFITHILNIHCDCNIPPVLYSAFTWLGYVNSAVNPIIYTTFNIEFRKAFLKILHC
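Agonism is scored from calcium flux in a force-coupled, inducible HEK293 cell line expressing D2, read kinetically for 180 s after compound addition against dopamine controls.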
ERG-DNA inh = qHTS for Small Molecule Inhibitors of the ERG Ets/DNA interaction | 0.028% of 370,000 active | fluorescence polarization, His-ERG Ets domain / labelled DNA | Transcriptional regulator ERG (Homo sapiens), P11308 | Potency, µM (top dose mostly 76.9 µM), inactives show top-dose FP activity, negative = inhibition, actives largely listed as inhibitors; active = well fitted inhibition curve with a large enough effect in the polarisation, with a control signal flat; inconclusive = small, poorly fitted or top-dose-only effect, or effect the other way, or a change in a side signal; inactive = no such curve, though single readings can be large or run the other way; the % refers to the polarisation;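 also: polarization taken with two DNA probes labelled with fluorescein and Texas red; potency is read from the fitted curve at half-maximal effect; % of control where 0% means no effect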
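His-tagged ERG Ets domain (1 uM in the protein solution; 300mM KCl, 50mM Tris-HCl, 1mM EDTA, 1mM DTT, pH 7.5) received compound, then a probe mix of 5 nM fluorescein-DNA and 100nM Texas-615-DNA. Fluorescence polarization was read for both dyes.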
Vif-A3F inh = qHTS for Inhibitors of Vif-A3F Interactions: qHTS; AID 602313, 2012; Potency, µM (top dose mostly 46.1 µM), without a hit: at the top dose activity, negative = active; HeLa A3F-eYFP + Vif (tagged APOBEC3F with the HIV-1 protein that degrades it), YFP fluorescence increase; 0.2% of 390,000 active; also: potency is read from the fitted curve at half-maximal effect; % of control where 0% means no effect; nearly all actives have a fitted effect of over 65% in size
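HeLa cells stably expressing Vif plus C-terminally eYFP-tagged A3F were seeded, incubated overnight at 37 deg C, dosed with compound, incubated overnight again at 37 deg C. Yellow fluorescence (Ex 488/Em 500-530) reported blocked Vif-mediated A3F-eYFP degradation.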
ALOX12 inh = Primary qHTS assay for inhibitors of human arachidonate 12S-lipoxygenase (ALOX12): Round 2 | Polyunsaturated fatty acid lipoxygenase ALOX12 (Homo sapiens), P18054 | purified 12hLO, xylenol orange hydroperoxide absorbance | Potency, µM (series often up to 108 µM), inactives show at the highest dose activity change, negative = inhibition, most hits filed as inhibitors | 1.1% of 580,000 active; also: potency is read from the fitted curve at half-maximal effect; % is scaled to controls: 0 for no effect and ±100 for the full control effect
Target sequence (P18054 whole entry, looked up): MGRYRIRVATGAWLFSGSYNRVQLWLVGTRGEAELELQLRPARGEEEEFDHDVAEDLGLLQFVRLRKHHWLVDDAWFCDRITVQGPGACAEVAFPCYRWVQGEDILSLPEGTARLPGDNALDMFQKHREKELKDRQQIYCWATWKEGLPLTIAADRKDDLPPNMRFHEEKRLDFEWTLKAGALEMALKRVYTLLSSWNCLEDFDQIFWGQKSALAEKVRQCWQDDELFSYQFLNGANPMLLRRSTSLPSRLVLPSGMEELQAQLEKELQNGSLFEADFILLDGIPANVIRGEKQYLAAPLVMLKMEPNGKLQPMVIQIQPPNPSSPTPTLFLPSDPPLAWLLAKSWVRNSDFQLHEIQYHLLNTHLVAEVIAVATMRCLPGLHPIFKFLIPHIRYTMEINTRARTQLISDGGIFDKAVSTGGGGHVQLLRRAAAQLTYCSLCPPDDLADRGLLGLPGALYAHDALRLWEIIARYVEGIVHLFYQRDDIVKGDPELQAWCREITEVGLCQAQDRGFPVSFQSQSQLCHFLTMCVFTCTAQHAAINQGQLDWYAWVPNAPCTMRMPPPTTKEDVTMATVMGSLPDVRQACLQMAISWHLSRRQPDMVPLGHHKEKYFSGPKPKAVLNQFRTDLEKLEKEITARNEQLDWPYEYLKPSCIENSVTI
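Purified human 12hLO (150 nM final) in 25 mM Hepes, 0.01% Triton X-100, pH 7.0 was preincubated 15 min at room temperature with compound. Then 40 uM arachidonic acid was added, 30 min. Hydroperoxide was read by Fe-XO absorbance ratio 573/405 nm.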
D2 antagonist = HTS Assay for Allosteric Antagonists of the Human D2 Dopamine Receptor: Primary Screen for Antagonists; HEK293 TREx D2 cells, calcium flux, dopamine EC80; inhibition, % at 10 µM; 2% of 340,000 active; in the data active = inhibition above about 30%; also: 0% is about no effect
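Antagonism is scored as inhibition of an EC80 dopamine-evoked calcium signal in a force-coupled, tetracycline-inducible HEK293 T-REx D2 line, with compound present 180 s before agonist.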
LDHA inh = qHTS assay for inhibitors of human lactate dehydrogenase | L-lactate dehydrogenase A chain (Homo sapiens), P00338 | purified LDHA, NADH/diaphorase-resazurin fluorescence; hits give low values | activity change, % (values are at about 110 or 230 µM) | 0.15% of 480,000 active; in the data active = activity change below about -30%; inconclusive = mostly about -25% to -30%;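 also: plate controls were DMSO wells for no effect and wells without enzyme for full effect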
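Human LDH5 at 2 nM final in Tris HCl pH 7.4 with 0.06 mM NADH and 0.2 mM pyruvate, reacted 5 minutes at room temperature. Remaining NADH coupled via diaphorase/resazurin; resorufin fluorescence read at 0 and 20 minutes, normalized to enzyme-free and DMSO wells.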
Numbers without * were called inactive; i = inactive; u = inconclusive; x = no result given; & = joins results of further samples; [ ] = remark or other dose. Unless noted, calls follow the shape of the dose curve; as a rule, active = well fitted curve in the direction sought with a large enough effect; inconclusive = small, poorly fitted or top-dose-only effect, or another doubt; inactive = no such curve, though single readings can be large; an effect the other way counts as inactive or inconclusive. Only part of the results is shown; the hit share may differ from the screen's.

SMILES	Vif-A3G inh	RGS4 inh	Glioma ERSR ind	D2 ag	ERG-DNA inh	Vif-A3F inh	ALOX12 inh	D2 antagonist	LDHA inh
COc1cc(CC(=O)OCC(=O)N2CCN(C(=O)c3ccco3)CC2)cc(OC)c1OC	1%	-9%	-6%	x	-16%	7%	11%	x	-1
COC(=O)C1=C(C)N(c2ccc(C)c(C)c2)/C(=C/c2ccco2)C1=O	-18%	-8%	-7%	-0.2	-8%	1%	x	-4	-14
CCN1CCN(c2oc(-c3ccco3)nc2C#N)CC1	2%	24%	-2%	0.0	0%	3%	u	6	4&-6
COc1ccc(C2Nc3ccccc3C(=O)N2c2ccccc2)cc1CSc1ccccn1 (configuration not stated)	-1%	12%	-1%	0.8	1%	-30%	3%	-11	-1
N#Cc1c(NC(=O)C2CC2)sc2c1CCCCC2	-4%	-3%	2%	-1.4	-8%	7%	u	-14	-1
COC(=O)C1=C(C)N(c2ccc(Cl)c(Cl)c2)C(=O)C1	-15%	-13%	-13%	0.7	-10%	2%	u	32*	-2
C[C@H]1CN([C@@H](C)CO)C(=O)c2cc(-c3cccnc3)cnc2O[C@H]1CN(C)Cc1ccc(Oc2ccccc2)cc1	1%	x	-3%	x	x	-1%	-38%	x	2
CCCCN(C=O)c1c(CC)nc2c(OCC(=O)C(C)(C)C)cccn12	-1%	x	-1%	x	x	x	-8%	x	-4
OCC1(Cc2ccc(Cl)cc2)CCN(Cc2ccc(Oc3ncccn3)cc2)CC1	-7%	12%	-3%	1.4	-6%	7%	-26%	10	-2
COc1ccc(/C=C/C(=O)Nc2ccc3nc4n(c(=O)c3c2)CCCC4)cc1OC	-1%	-20%	-3%	-0.2	3%	-27%	-25%	14	0
CCC(=O)Nc1ccc2oc(-c3ccccc3Br)nc2c1	-11%	u	9%	0.3	2%	-1%	0%	-6	1
CC(C)OC(=O)CC(=O)CSc1nc(-c2ccc(F)cc2)cc(-c2ccccc2)c1C#N	-6%	-31%	-1%	0.5	-14%	-3%	-3%	1	-3
CCC(=O)Nc1ccc2nc(SCC(=O)N3CCOCC3)sc2c1	-2%	19%	10%	1.1	-1%	8%	-1%	-11	-11
COc1ccc(NC(=O)c2ccc3[nH]c(C)c(C)c3c2)cc1	-16%	-32%	4%	-0.3	9%	u	0%	-25	-1
Cc1c(Cl)c([N+](=O)[O-])nn1CC(=O)N1CCN(Cc2ccccc2)CC1	-10%	-12%	-4%	0.3	4%	-1%	2%	-28	-6
O=C(Nc1cccc(S(=O)(=O)C(F)(F)F)c1)[C@@H]1O[C@H](CO)[C@@H](O)[C@H]1O	1%	x	-2%	x	x	x	-1%	x	-8
OC(c1ccc(F)c(F)c1)c1nc(-c2ccoc2)cs1 (configuration not stated)	-24%	x	9%	x	x	x	u	x	-1
NNc1nc2c(-c3ccc(F)cc3)nnn2c2ccccc12	-19%	-20%	9%	1.8	5%	u	0%	-11	-8
O=C(O)CN1C(=O)/C(=C\c2cccc(OCc3ccc(Cl)cc3Cl)c2)SC1=S	2%	u	4%	0.4	15%	0%	25µM*	-1	-14
Cc1cccc(/C=C/c2onc(C)c2S(=O)(=O)N2CCC(C(=O)N3CCCCCC3)CC2)c1	5%	-35%	-1%	0.5	-20%	11%	-19%	1	1
CCOc1ccc(-c2nc3n(c(=O)c2C#N)CCCS3)cc1	2%	-37%	5%	-0.1	-3%	-4%	18%	-26	-6
CCN(CC)Cc1c(O)ccc2c(=O)c(Oc3ccccc3OC)coc12	1%	-6%	-4%	6.4	6%	-4%	5%	9	-1
O=C(Nc1ccc(F)cc1)N(CCCN1CCOCC1)Cc1cc2cc3c(cc2[nH]c1=O)OCCO3	-7%	-6%	-1%	-1.1	2%	-6%	i	2	-5
O=C(Nc1ccccc1)Nc1ccccc1-n1ccnc1	8%	1%[11.4 µM]	-3%	-0.8	2%	-3%	6%	-8	1
CC(=O)N1CCOc2cc(S(=O)(=O)N(C)Cc3ccccc3)c(Cl)cc21	2%	29%	-1%	0.0	-6%	-12%	u	x	1

Other records
SMILES	Vif-A3G inh	RGS4 inh	Glioma ERSR ind	D2 ag	ERG-DNA inh	Vif-A3F inh	ALOX12 inh	D2 antagonist	LDHA inh
COc1cccc(CC2(CO)CCCN(Cc3cn(C)c4ccccc34)C2)c1 (configuration not stated)	4%	17%	-2%	-0.5	-8%	3%	-16%	-44	-14
CC(C)n1c(SCC(=O)Nc2nc3ccccc3s2)nc2c1c(=O)n(C)c(=O)n2C	0%	3%	-7%	x	0%	5%	12%	x	-16
CCn1c(C)nc2c(C)[n+](CC(=O)c3ccc(Br)cc3)ccc21	3%	-13%	-1%	0.7	4%	4%	-1%	0	-5
CC(=O)C[C@@H](O)CC(=O)[C@H]1OC(=O)CC/C=C\Cc2ccccc21	3%	-13%	-1%	-1.0	18%	0%	-5%	3	0
COc1ccc(S(=O)(=O)N(CC(=O)NN=C2CCN(C)CC2)c2cc(Cl)ccc2OC)cc1OC	4%	-7%	0%	0.7	5%	11%	19%	24	-9
Cc1c(Cc2ccccc2)sc(NC(=O)/C=C/c2cccc3ccccc23)c1C(N)=O	u	u	0%	-0.3	3%	-28%	-18%	6	2
Cc1ccc(C(=O)/C=C/c2ccc(F)cc2)o1	u	-7%	6%	-1.0	10%	-15%	-2%	4	0
O=C1NC(c2ccccc2)C(C(=O)c2cccs2)C(O)(C(F)(F)F)N1 (configuration not stated)	0%	-10%	0%	1.5	10%	-8%	-2%	9	2
O=C(OCc1cccc([N+](=O)[O-])c1)c1cccnc1Cl	2%	30%	-5%	-0.3	-22%	9%	-18%	-24	-2
O=C(NCCC1CCCCN1S(=O)(=O)c1ccc(F)cc1)C(=O)NCC1CCCO1 (configuration not stated)	0%	-23%	-2%	-0.2	13%	3%	-19%	1	-6
c1ccc(N2CCN(CCc3nnc4n3CCCCC4)CC2)cc1	-2%	-26%	-1%	32*	x	2%	5%	27	0
Cn1cc(CCC(=O)NCc2cccc(Cl)c2)c2ccccc21	-6%	-20%	-7%	-0.6	2%	-5%	-27%	21	-2
O=C(CSc1ccc2nnc(-c3cccnc3)n2n1)c1ccccc1	-6%	37%	-1%	1.0	-1%	-5%	0%	-4	-4
COc1ccc(/C(O)=C2/C(=O)C(=O)N(c3ccccn3)C2c2ccc(F)cc2)cc1 (configuration not stated)	0%	1%	7%	1.3	0%	0%	-23%	10	-2
CCCC(=O)N1CCN(c2ccc(NC(=O)c3ccc(N4CCCC4)c([N+](=O)[O-])c3)cc2Cl)CC1	0%	19%	-5%	x	-10%	-12%	-2%	x	-12
COc1ccc(/C=C/C(=O)NC(=S)N2CCN(C)CC2)cc1	2%	-7%	12%	1.0	5%	u	5%	7	-7
COc1ccc(S(=O)(=O)Nc2ccc3c(c2)C(=O)N([C@H](C)CO)C[C@H](C)[C@@H](CN(C)S(=O)(=O)c2cccs2)O3)cc1	1%	13%	-2%	x	-4%	2%	-14%	x	-4
Cc1ccsc1/C=N/NC(=O)C1C(=O)NCC1c1ccccc1 (configuration not stated)	-5%	8%	-7%	0.7	0%	-16%	0%	-5	-3
COc1ccc(N2CCN(C(=O)c3nn(C)c4c3CS(=O)(=O)c3ccccc3-4)CC2)cc1	1%&-1%	7%&-7%	-7%&-2%	-0.3&1.3	12%&0%	11%&-7%	-8%&4%	-4	-5&-3
COc1cccc(Oc2coc3c(CN4CCOCC4)c(O)ccc3c2=O)c1	0%	25%	0%	0.0	3%	-7%	0%	19	3
COC(=O)c1scc(-c2ccc(C)cc2)c1S(=O)(=O)Nc1ccc(NC(C)=O)cc1	-15%	-13%	-5%	0.4	3%	1%	-16%	x	6
Cc1cc(NC(=O)c2ccc(Br)c(S(=O)(=O)N3CCCC3)c2)no1	3%	13%	-4%	0.8	2%	3%	0%	24	-11
COc1ccc(S(=O)(=O)NCCc2sc(-c3cccc(C)c3)nc2C)cc1	-2%	-15%	-4%	-0.1	-1%	-1%	u	x	-1
CCCCN(C)C(=O)c1ccc(S(=O)(=O)N2CCOCC2)cc1	2%	-7%	-4%	-0.2	5%	-7%	-4%	33*	-7
O=C(Nc1ccc(F)cc1)c1cn(-c2ccccc2)nc1-c1ccncc1	9%	u	0%	-0.1	-4%	9%	15%	-3	-7
Cc1ccc(NC2CCCN(C(=O)c3cc4ncccn4n3)C2)cc1C (configuration not stated)	-2%	7%[56.9 µM]	0%	-1.1	-4%	5%	0%	5	-5
O=C(NCc1ccncc1)Nc1ccccc1	0%	2%	0%	0.1	-2%	-4%	-17%	-16	-4
O=P(CCC(F)(F)F)(CCC(F)(F)F)CCC(F)(F)F	4%	-30%	-7%	0.1	8%	0%	-18%	-1	1

Screening data from PubChem BioAssay.
